Screening data from PubChem BioAssay.
Cav3 T inh: Cav3.2 calcium influx blockers – cell-based, Fluo-4 calcium fluorescence, FDSS, MLSMR library, primary screen; Voltage-dependent T-type calcium channel subunit alpha-1H (Homo sapiens), O95180; Cav3.2-expressing cells; hits give low values; B-score at 10 µM; 100,000 tested, 4% active; AID 449739, 2010;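 active means single-dose well whose peak fluorescence ratio is a statistical outlier from its plate by either plate-standardised score or position-corrected B-score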
* hit, by the source's call.

Cav3 T inh,structure
-1.5,CCc1ccccc1NC(=O)N[C@@H](C)C(=O)O
-0.5,Fc1ccc(NCc2ccccc2F)cc1Cl
0.04,O=C(Nc1ccc2oc(=O)ccc2c1)c1cc2ccccc2o1
0.29,CCOc1c(CNCCN2CCOCC2)cccc1OC
-0.59,COc1cc(C(=O)N2CCN(C(=O)C3CC3)CC2)cc(OC)c1OC
0.024,Cc1cccc(NC(=O)C2CCCN(S(=O)(=O)c3cccc4nsnc34)C2)c1 (stereo not given)
0.67,COc1ccc(C(CC(=O)N2CCCCC2)c2c(OC)cc(OC)c3ccc(=O)oc23)cc1 (stereo not given)
1,Cn1c(=O)[nH]c(=O)c2c1nc(NCc1ccco1)n2CCCc1ccccc1
-1.1,Cc1cc(C)cc(SCc2noc(C(=O)NCc3ccccc3)c2C(=O)NCc2ccccc2)c1
-0.023,O=[N+]([O-])c1ccc(N2CCOCC2)cc1NCc1ccccc1
1.1,COc1ccc(CCN2CC(C(=O)O)CC2=O)cc1 (stereo not given)
-0.089,CC1CCC2(CC1)NC(=O)N(CC(=O)Nc1nc(-c3ccc(F)cc3)cs1)C2=O (stereo not given)

Remaining list, next part:
Cav3 T inh,structure
0.96,CCc1ccc(S(=O)(=O)Nc2ccc(-c3nc4cccnc4s3)cc2)s1
0.1,CC1(C)CC(=O)c2sc(NC(=O)CN3CCOCC3)nc2C1
2.1,CN1CCCN(C(=O)c2ccc(Cl)c(S(=O)(=O)N(C)c3ccccc3)c2)CC1
0.14,CN(C)CCCNC(=O)/C(=N\O)c1ccccc1
0.25,O=C(c1ccco1)N1CCN(c2nc3ccsc3c(=O)s2)CC1
-0.36,CCCc1cc(=O)n2[nH]c(-c3ccc(OC)cc3)nc2n1
0.64,Cc1ccc(Cn2c(C3CCCN3c3nc(-c4ccc(F)cc4)cs3)nc3cc(Cl)c(Cl)cc32)cc1 (stereo not given)
-0.33,CCCOC(=O)c1ccc(NC(=O)CCC(=O)OCC)cc1
1,Cc1cc(C)nc(NS(=O)(=O)c2ccc(NC(=S)NC(=O)C(C)(C)C)cc2)n1
0.32,O=C1[C@@H]2[C@H](C(=O)N1n1cnnc1)[C@H]1C=C[C@@H]2C1
-0.73,Cc1cccc(C)c1-n1c(C)cc(/C=N/NC(=O)c2ccncc2)c1C
-3.4,C/C(=C1/SC(N2CCCC2)=NC1=O)c1ccc(Br)cc1

Remaining list, next part.
Cav3 T inh,structure
0.94,Cc1ccc(C(=O)Oc2ccccc2C(=O)N2CCOCC2)cc1
-0.67,N#CCSc1n[nH]c2nc3c(c(=O)n12)C1(CCCC1)Cc1ccccc1-3
0.051,COc1ccc(-c2nc(C#N)c(NCCCN(C)C)o2)cc1OC
-1.4,COc1ccc(-c2noc(CSc3nc(-c4ccccc4)cc(=O)[nH]3)n2)cc1
-0.35,CC1(c2ccco2)NC(=O)NC1=O (stereo not given)
1.8,CCN(CC)C(=O)CSc1nnc(-c2ccc(F)cc2)n1N
0.95,CCOC(=O)C1CCN(Cc2ccc(F)cc2F)CC1
-0.12,O=C(c1ccccc1)N1CCN(C(=O)c2ccccc2)C1c1ccccc1
-0.11,COc1ccc(N2C(=O)CN=C2Nc2cccc(C)c2C)cc1OC
-2.7,O=C(NNC(=O)c1ccccc1Cl)c1cccs1
-0.81,Cc1ccc(CCNC(=O)C2CCC(CNc3c(N4CCC(C)CC4)c(=O)c3=O)CC2)cc1 (stereo not given)
-0.058,CC(=O)N1CCN(C(=S)c2ccc(N(C)C)cc2)CC1

Next part.
Cav3 T inh,structure
0.37,O=C(NC(C(=O)NCCN1CCOCC1)C12CC3CC(CC(C3)C1)C2)C1CCCCC1 (stereo not given)
-1.5,Cc1ccc(-c2csc3nnc(SCC(=O)Nc4nsc(-c5ccccc5)n4)n23)cc1
0.0026,Cc1cc(C)nc(NC(=O)CN2C(=O)c3ccccc3C2=O)n1
0.78,COc1cc(NC(=O)c2ccccc2)c(OC)cc1NC(=O)CN1CCCCC1
-3.7,O=C(CSc1ncc(C(F)(F)F)cc1Cl)N1CCN(S(=O)(=O)c2ccc3ccccc3c2)CC1
-3.9*,Clc1cccc(Cl)c1CSc1cc2c(nn1)-c1ccccc1CC2
0.054,COc1ccc(S(=O)(=O)N(C)CC(=O)NC2CCCC2)cc1Cl
0.52,C#CC(C)(C)NC(=O)c1ccccc1OC
-3.4,CC(NC(=O)NC1CCCCC1)C(c1cccs1)N1CCN(Cc2ccccc2)CC1 (stereo not given)
-0.01,OC(COc1cccc(OCC(O)CN2CCOCC2)c1)CN1CCOCC1 (stereo not given)
-2.2,Cc1cc(NC(=O)CSc2ccc3ccccc3c2)no1
0.17,O=C(NCc1cccnc1)C1CC(=O)N(c2ccc(Cl)cc2)C1 (stereo not given)

Ordered by heavy-atom count (falling): 15 of the compounds above.
Cav3 T inh,structure
-3.7,O=C(CSc1ncc(C(F)(F)F)cc1Cl)N1CCN(S(=O)(=O)c2ccc3ccccc3c2)CC1
-0.81,Cc1ccc(CCNC(=O)C2CCC(CNc3c(N4CCC(C)CC4)c(=O)c3=O)CC2)cc1 (stereo not given)
0.37,O=C(NC(C(=O)NCCN1CCOCC1)C12CC3CC(CC(C3)C1)C2)C1CCCCC1 (stereo not given)
0.78,COc1cc(NC(=O)c2ccccc2)c(OC)cc1NC(=O)CN1CCCCC1
-0.01,OC(COc1cccc(OCC(O)CN2CCOCC2)c1)CN1CCOCC1 (stereo not given)
-0.12,O=C(c1ccccc1)N1CCN(C(=O)c2ccccc2)C1c1ccccc1
-0.11,COc1ccc(N2C(=O)CN=C2Nc2cccc(C)c2C)cc1OC
-3.9*,Clc1cccc(Cl)c1CSc1cc2c(nn1)-c1ccccc1CC2
0.0026,Cc1cc(C)nc(NC(=O)CN2C(=O)c3ccccc3C2=O)n1
1.8,CCN(CC)C(=O)CSc1nnc(-c2ccc(F)cc2)n1N
-2.2,Cc1cc(NC(=O)CSc2ccc3ccccc3c2)no1
-0.058,CC(=O)N1CCN(C(=S)c2ccc(N(C)C)cc2)CC1
-2.7,O=C(NNC(=O)c1ccccc1Cl)c1cccs1
0.52,C#CC(C)(C)NC(=O)c1ccccc1OC
-0.35,CC1(c2ccco2)NC(=O)NC1=O (stereo not given)

Continued:
Cav3 T inh,structure
-0.013,Cc1[nH]nc2c1C(CCc1ccccc1)C(C#N)=C(N)O2 (stereo not given)
0.98,CC(=O)Cc1nsc(NC(=O)c2ccc(COc3ccccc3)o2)n1
-3.8*,O=C(Nc1ccc(S(=O)(=O)Nc2ccccc2)cc1)C1COc2ccccc2O1 (stereo not given)
0.45,CCOC(=O)c1cc(C(=O)OCC)c2cccc(C)n2c1=O
-0.87,Cn1c(NCc2ccco2)nc2c1c(=O)n(Cc1ccc(Cl)cc1Cl)c(=O)n2C
-0.11,Cc1cc2ccccc2n1CCNC(=O)C(C)C
-0.34,Cn1c(=O)c(=O)n(C)c2cc(S(=O)(=O)NCCc3ccccc3)ccc21
-1.2,COc1ccc(-c2c3c(=O)n(C)c(=O)n(C)c3cn2C2CCCCC2)cc1
-1.2,CCOc1ccc2nc(Nc3nc(CSc4nnnn4-c4ccccc4)cc(=O)[nH]3)nc(C)c2c1
-0.43,CSCCC(NC(=O)c1cc(CC(C)C)oc1C)C(=O)O (stereo not given)
-1.8,CCCCN1C(=O)C2(NNc3ccccc3O2)c2ccccc21 (stereo not given)
-0.53,COc1ccc(OC)c(CN2CCN(C(=O)c3cccs3)CC2)c1

Other compounds
Cav3 T inh,structure
0.098,C=CCn1c(SCC(=O)N2CCN(c3ccccc3)CC2)nnc1-c1ccco1
0.35,Nc1c(C(=O)N2CCOCC2)sc(=S)n1-c1ccccc1
-0.05,CC1=NN(c2ccccc2)C(=O)/C1=C\c1c(C)[nH]n(-c2ccccc2)c1=O
1.6,OCCSc1nncn1/N=C/c1c[nH]c2ccccc12
0.039,CNc1nc(Oc2ccc(C(=O)OC)cc2)nc(SC)n1
-5.1*,COc1ccccc1NC(=O)N1CCc2[nH]c3ccc(Cl)cc3c2C1
-1.4,COc1cc(NC(=O)C2CCCCC2)c2ncccc2c1
-0.45,CC(/C=N/N1CCN(c2ccccc2)CC1)=C\c1ccco1
-0.12,CCN=c1sc(C(=O)NCCc2ccccc2)cc(=O)n1CC
-0.54,COC(=O)CN(c1ccc(C)cc1)S(=O)(=O)c1c(C)[nH]c(=O)[nH]c1=O
-0.11,C#CCOCCOCCOCCNc1nc(N2CCOCC2)nc(N2CCN(C(=O)[C@H]([C@@H](C)CC)n3cc([C@@H](N)CC(C)C)nn3)CC2)n1
0.36,CN(C)c1ccc(C(=S)NCc2ccco2)cc1

The list continues.
Cav3 T inh,structure
-0.86,Cc1cccc(-c2c3c(=O)n(C)c(=O)n(C)c3cn2-c2ccccc2O)c1
0.87,Cn1cccc1Cc1nnc(SCC(=O)N2CCCC2)n1CCc1ccccc1
-0.28,O=C(NCCSc1ccc(Cl)cc1)c1ccco1
0.8,CC(NC(=O)C1CCCCC1)C(c1cccs1)N1CCOCC1 (stereo not given)
0.073,c1ccc(Nc2nc(N3CCCCC3)nc(N3CCNCC3)n2)cc1
2.3,CCN(CC)CCn1c(SCC(=O)NCc2ccco2)nc2c(sc3ccccc32)c1=O
-0.047,COc1ccccc1N(C)S(=O)(=O)c1ccc(C(=O)N2CCC(C(N)=O)CC2)cc1
-0.083,Cc1cc(C)cc(N2C(=O)CC(Sc3nnnn3-c3ccccc3)C2=O)c1 (stereo not given)
0.14,COc1ccc(NC(=O)c2cncc(Br)c2)c(S(=O)(=O)N2CCOCC2)c1
0.1,O=C1CCC(=O)N1CN(C(=O)c1ccco1)c1ccccc1
-0.75,CCOC(=O)c1c(C)nc(C)c(C(=O)OCC)c1-c1ccc(OC)cc1
-0.05,CC(C)C(=O)Nc1ccc(Nc2ccccc2)cc1

New compounds follow
Cav3 T inh,structure
0.067,O=C1CC(NCc2ccc3c(c2)OCO3)C(=O)N1CCc1ccccc1 (stereo not given)
-0.21,CC(C)COc1ccc(C(=O)NCc2ccco2)cc1
0.82,CN(C)c1ccc(C2=NOC(CN3C(=O)c4ccccc4S3(=O)=O)C2)cc1 (stereo not given)
-0.071,CC(C)(C)c1cc(NCCCn2ccnc2)n2ncc(-c3ccc(Cl)cc3)c2n1
0.16,O=c1oc(-c2cccs2)nc2ccccc12
0.12,O=C(O)Cn1cc(C(=O)C2CC2)c2ccccc21
-2.8,COc1ccc(Br)cc1/C=N/NC(=O)c1nc(-c2ccccc2)n2c1CCCCC2
1.5,O=C(Cc1c(F)cccc1Cl)Nc1ccon1
1,CC1(C)C(=O)Nc2ccccc2N1C(=O)COC(=O)Cn1cnc2ccccc2c1=O
0.31,Cc1c(NC(=O)c2cnn3cccnc23)c(=O)n(-c2ccccc2)n1C
0.35,CCN(CC)C(=O)CSc1nc2ncccc2[nH]1
0.16,CC(=O)Nc1ccc(NC(=O)c2oc3cc(C)c(C)cc3c2C)cc1

Next section
Cav3 T inh,structure
-0.4,Cc1nc2ccccc2c(=O)n1NC(=O)COc1ccccc1
-0.71,CCOC(=O)C1CCCN(C(=O)Cc2c(C(=O)O)[nH]c3ccccc23)C1 (stereo not given)
-0.67,COc1ccc(/C=C(/C#N)C(=O)Nc2cccc(C)c2C)cc1C(=O)O
-1.3,Cc1cc2n(n1)C(c1ccsc1)Nc1ccccc1-2 (stereo not given)
0.24,CCCCOc1ccc(/C=c2\sc3ncnn3c2=O)cc1
1.5,COc1cc(Cl)c(S(=O)(=O)NCCCN2CCOCC2)cc1Cl
-0.021,CCOC(=O)c1c(C)[nH]c(C(=O)OCC(=O)N2c3ccccc3CC2C)c1C (stereo not given)
0.63,CS(=O)(=O)N1CCCC(C(=O)NCc2ccc(F)cc2Cl)C1 (stereo not given)
0.053,O=C(O)C1C2C=CC(C2)C1C(=O)NC(c1ccccc1)c1ccccc1 (stereo not given)
-0.64,Cc1ccc(NC(=O)Nc2ccc3c(c2)N(C)C(=O)CS3)cc1C
-0.15,CCCCC(=O)Nc1nc(C)c(-c2csc(Nc3ccccc3OC)n2)s1
-1.2,COc1ccc(CCNS(=O)(=O)c2ccc(OC)cc2)cc1

An excerpt from above in order of SMILES length, lowest first:
Cav3 T inh,structure
1.5,COc1cc(Cl)c(S(=O)(=O)NCCCN2CCOCC2)cc1Cl
-0.64,Cc1ccc(NC(=O)Nc2ccc3c(c2)N(C)C(=O)CS3)cc1C
0.053,O=C(O)C1C2C=CC(C2)C1C(=O)NC(c1ccccc1)c1ccccc1 (stereo not given)

(next part)
Cav3 T inh,structure
-3.6,O=C(CSc1nnc(-c2ccco2)n1Cc1ccccc1)c1ccccc1
-1.2,COC(=O)c1ccc(NC(=O)CSc2nnc(CNc3ccc(F)cc3)n2C)cc1
0.61,COc1nc(Oc2ccc(C(=O)O)cc2)nc(Oc2ccc(C(=O)O)cc2)n1
-0.067,CCOC(=O)c1ccc(S(=O)(=O)N2CCN(CCC#N)CC2)cc1
-1.1,Cc1ccc(OCC(=O)N/N=C/c2ccc([N+](=O)[O-])o2)cc1
-0.44,CCOC(=O)CNC(=O)CSc1nnc(-c2ccco2)n1N
-1.6,COC(=O)C1=C(C(=O)OC)[N+]2=C3N(C(=O)NC2(C)C)[C@H](CO)C[C@@]32c3ccccc3N(Cc3ccccc3)[C@@H]12
-0.27,Cc1cccc(NC(=O)N(C)Cc2cccs2)c1
-2.7,CCSc1ncccc1-c1nc2ccccc2[nH]1
1.5,COCc1cc(=O)[nH]c(Nc2nc3ccccc3o2)n1
0.97,CCC(=O)N1CCN(c2nc3ccccc3s2)CC1
-0.52,COc1ccc(S(=O)(=O)N(C)CC(=O)Nc2ccccc2OC)cc1C

More compounds
Cav3 T inh,structure
-4.5*,COc1ccc(-n2c(Cc3cccn3C)nnc2SCC(=O)Nc2ccc(Cl)cc2)cc1
0.077,c1ccc(CSc2snnc2-c2ccccc2)cc1
0.13,O=C(C1CC2CCC1C2)N1CCN(Cc2ccc3c(c2)OCO3)CC1 (stereo not given)
-0.12,COc1ccc(CN2CCSCC2)cc1C
0.041,Cn1c(CSCc2ccccc2)nnc1SCC(=O)Nc1nccs1
0.69,O=C1CC(C(=O)Nc2ccccc2)N=C(N2CCCCC2)N1 (stereo not given)
0.49,C(=N\n1cnnc1)/c1ccc(N2CCOCC2)cc1
-0.78,COCC(=O)Nc1ccccc1NC(C)=O
0.22,O=S(=O)(Nc1cccc(C(F)(F)F)c1)c1cnc[nH]1
-0.83,COc1cccc(Oc2ccc(N)cc2)c1
-0.77,Cc1nn(C(=O)C(C)N2C(=O)c3ccccc3C2=O)c(C)c1Br (stereo not given)

Some of the compounds tested; count on the stated rates, not on these rows.
